DENV2 CPE – DENV2-induced cell death inhibition; DENV2-infected cells, cytopathic effect rescue, plate reader; CPE inhibition, % at 9.99 µM; 350,000 compounds, 1.7% hits; AID 651640; in the data active = CPE inhibition above about 20%, passing the limit was not always enough; tested in BHK-21 cells;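 note: 0% = median of neutral control wells and 100% = median of positive control wells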
EWS-Fli block – inhibitors of EWS/Fli oncoprotein transcriptional activity | 350,000 compounds, 0.67% hits | A673 NR0B1-luciferase reporter, viability-normalised | AID 651661 | inhibition, % at 12.6 µM;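 active = mean inhibition of at least 50% after viability correction, with every replicate also passing that limit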;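 note: firefly luciferase signal divided by Alamar Blue viability fluorescence both relative to DMSO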
LGR2 inh – blocks bursicon-induced cAMP signaling via Drosophila LGR2. HEK293 LGR2, CRE-luciferase, bursicon-stimulated, 4 h. inhibition, % at 9.99 µM. 380,000 compounds, 0.35% hits. AID 720647;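 active = drop in luminescence signal, shown as inhibition above about 50% in the replicate tests, limit read from the data, passing the limit was not always enough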;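 note: agonist challenge used bursicon conditioned medium at about half maximal strength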
PAX8 inh HTS – PAX8 transcriptional activity inhibition; RMG-I TPO-luciferase reporter, SteadyGlo, 24 h; inhibition, % at 12.6 µM; 360,000 compounds, 1.2% hits;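 active = mean replicate inhibition at least 60% with every replicate also reaching 60%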;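 note: luciferase light reporting Pax8 driven TPO promoter activity; plate controls were median of neutral control wells for no effect and mitoxantrone controls for full effect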
Casp6 inh – caspase-6 (human) enzyme inhibition | P55212 | purified caspase-6, Z-VEID-R110 cleavage fluorescence | inhibition, % at 12.5 µM | 350,000 compounds, 0.53% hits;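 active = mean inhibition across replicates at least about 35%, with every replicate also reaching that limit, limit read from the data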;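 note: 0% = median of neutral control wells and 100% = no fluorescence left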
Target sequence (P55212 24-179 limits assumed): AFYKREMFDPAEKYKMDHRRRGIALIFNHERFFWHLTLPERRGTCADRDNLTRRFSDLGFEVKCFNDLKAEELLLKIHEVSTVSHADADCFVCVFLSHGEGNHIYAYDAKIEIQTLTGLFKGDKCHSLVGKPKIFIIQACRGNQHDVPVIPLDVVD
Target sequence (P55212 194-293 limits assumed): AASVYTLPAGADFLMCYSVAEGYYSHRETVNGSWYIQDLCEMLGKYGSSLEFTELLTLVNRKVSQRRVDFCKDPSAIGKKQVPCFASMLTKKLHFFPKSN
ARNT-TACC3 inh – disruptors of human ARNT/TACC3 interaction; inhibition, % at 9.99 µM; Q9Y6A5; AlphaScreen His-ARNT PAS-B/GST-TACC3 binding, luminescence; TACC3 fragment carries E629A point mutation; AID 623870; 390,000 compounds, 0.66% hits;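 active = mean inhibition of replicates at least 50% and at least half of replicates each reaching 50%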;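 note: 0% = complete ARNT plus TACC3 wells and 100% = ARNT alone without TACC3; many hits fall short of the cut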
SIRT5 block – sirtuin-5 (human) deacylase inhibition; Purified SirT5, succinyl-peptide AMC, trypsin-coupled fluorescence; Q9NXA8; 330,000 compounds, 1.1% hits; inhibition, % at 15 µM; in the data active = inhibition above about 15%
Target sequence (Q9NXA8 whole entry, looked up): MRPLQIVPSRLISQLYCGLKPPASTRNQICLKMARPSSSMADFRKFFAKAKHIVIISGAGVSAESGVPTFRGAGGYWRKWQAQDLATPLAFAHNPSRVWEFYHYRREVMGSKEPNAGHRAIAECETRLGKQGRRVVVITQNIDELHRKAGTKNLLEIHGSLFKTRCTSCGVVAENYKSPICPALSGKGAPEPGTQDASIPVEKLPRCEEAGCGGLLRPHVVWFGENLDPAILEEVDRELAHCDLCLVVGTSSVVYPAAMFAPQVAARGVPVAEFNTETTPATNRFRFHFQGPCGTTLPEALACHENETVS
Active calls of the source: *; / = not tested or not shown; & = joins results of further samples. Compounds as they come; about 4.9% have a hit in one of these screens.

SMILES	DENV2 CPE	EWS-Fli block	LGR2 inh	PAX8 inh HTS	Casp6 inh	ARNT-TACC3 inh	SIRT5 block
C[C@@H]1CN([C@@H](C)CO)S(=O)(=O)c2ccc(/C=C/c3ccccc3)cc2O[C@H]1CN(C)C(=O)Nc1cccc(F)c1	5	16	-26	18	0	-4	-2
CC[C@H](C)[C@H]1CNC(=O)C(=O)N1CC1CCN(CC2CCC(C)CC2)CC1 (stereo not given in full)	3	3	-15	-7	-2	4	3
Cc1ccc(C(=O)OCC(=O)NC(C)c2ccccc2)s1 (stereo not given)	2	-8	-13	6	1	-5	-4
O=S(=O)(c1ccc(F)cc1)N1CC[C@@H]2[C@H](CO)Nc3ccc(C#CC4CCCCC4)cc3[C@@H]21	-3	/	-10	17	-1	/	0
COc1ccc(C2=C/C(=C/c3cccnc3)C(=O)O2)cc1OC	6	12	6	2	-1	-11	-3
CSc1ncnc2c1ccn2CC(=O)Nc1ccc(C)c(C)c1	19	4	-7	-15	/	-11	/
COc1ccccc1NC(=O)N[C@@H]1CC[C@H](CCn2cc(-c3ccccc3)nn2)O[C@H]1CO	4	7	-1	4	-2	4	-2
Cc1cccc(C)c1NC(=O)C(c1ccc(C(F)(F)F)cc1)n1c(=O)c(-c2cc3ccccc3[nH]2)nc2ccccc21 (stereo not given)	-15	4	-11	34	-1	/	1
Cc1ccc(S(=O)(=O)N(C)C[C@@H]2OCCCC[C@@H](C)Oc3ccc(NC(=O)Nc4ccc(C(F)(F)F)cc4)cc3C(=O)N([C@H](C)CO)C[C@H]2C)cc1	10	-1	-6	51	1	1	-1
CC(C)C[C@H](NC(=O)N1CC(=O)Nc2ccccc21)C(=O)N[C@H](Cc1ccccc1)C(=O)O	-19	-5	-2	/	0	/	2
CCCNC(=O)C[C@@H]1C[C@H]2c3cc(NS(=O)(=O)c4ccccc4)ccc3O[C@H]2[C@H](CO)O1	3	8	-17	6	/	1	/
O=C(c1cccc(F)c1)N1CC[C@H]2[C@H](CO)Nc3ccc(-c4ccccc4F)cc3[C@H]21	/	2	8	7	/	-2	/
Cc1cc(OCC(=O)OCC(=O)NCc2ccc3c(c2)OCO3)ccc1Cl	-2	-5	/	-5	4	-4	-2
C[C@@H]1CN([C@H](C)CO)S(=O)(=O)c2ccc(-c3cncnc3)cc2O[C@@H]1CN(C)Cc1cncnc1	2	8	-1	-18	1	2	-1
C[C@@H]1CN([C@@H](C)CO)S(=O)(=O)c2ccc(-c3cncnc3)cc2O[C@@H]1CN(C)C(=O)CC1CC1	14	-5	-18	/	0	7	-4
Cc1noc(C)c1NC(=O)Nc1ccc2c(c1)C(=O)N([C@H](C)CO)C[C@@H](C)[C@@H](CN(C)C(=O)Nc1ccc(C(F)(F)F)cc1)O2	-1	-6	-2	/	0	10	-4
COc1cccc(C2CC(C(F)(F)F)n3nc(C(=O)Nc4c(C)n(C)n(-c5ccccc5)c4=O)cc3N2)c1 (stereo not given)	0	2	0	12	/	11	-6
CCS(=O)(=O)N1CCN(C(=O)c2ccccc2[N+](=O)[O-])CC1	2	4	-16	8	-2	0	-3
Cc1nc2ccccc2c(=O)n1-c1ccc(F)c(NS(=O)(=O)c2ccccc2F)c1	-2	-1	-12	2	0	-1	-4
NS(=O)(=O)c1ccc(CCNC(=O)CSc2nc3ccccc3c(=O)n2CC2CCCO2)cc1 (stereo not given)	1	4	-2	7	-8	-4	-1
Cc1ccc(NS(=O)(=O)c2ccc(C(=O)N3CCC3)cc2)cc1	-3	4	5	/	-10	-3	-3
COc1ccc(NC(=O)CN2C(=O)COc3ccc(C)cc32)cc1	-2	6	-2	-12	0	/	-3
O=C(NCc1ccccc1)c1ncn[nH]1	6	12	32	11	-4	28	1
CCC(C)N1C(=O)S/C(=C/c2ccc3c(c2)n(C)c(=O)n3C)C1=O (stereo not given)	9	-13	-32	-48	-2	-3	-3
O=C(NC1CC1)c1cc2c(F)cccc2s1	/	/	-9	-30	/	0	/
COc1ccc(-c2c(-c3ccc(S(C)(=O)=O)cc3)sc3ccc(OC)cc23)cc1	-4	7	17	28	2	-1	/
COc1ccc2ccccc2c1C1NC(=O)NC(C)=C1[N+](=O)[O-] (stereo not given)	-3	5	6	15	-2	1	-2
COc1ccc(C2=NOC(COc3ccc4c(C)cc(=O)oc4c3)C2)c(OC)c1 (stereo not given)	0	56*	/	-20	2	5	/
O=C(Nc1cccc(Cl)c1)Nc1nnc(CC2=CCCCC2)s1	0	6	-4	-11	-3	-9	-1
CC(C)c1ccc(CN2CC(C(=O)O)CC2=O)cc1 (stereo not given)	1	-2	16	/	2	2	6
CSc1ccccc1NC(=O)COC(=O)CCc1ccccc1	-1	-7	3	-16	-5	-9	-4
Cc1ncoc1C(=O)N1CCCC(N2CCN(c3ccccc3F)CC2)C1 (stereo not given)	-7	-5	-1	-17	/	-2	1
Cn1ncc(N=Cc2ccccc2[N+](=O)[O-])c1C(N)=O	5	-11	-3	-11	0	0	0
CNC(=S)N/N=C(\C)c1ccc2c(c1)OCO2	-6	2	/	5	0	-1	3
CN(C)S(=O)(=O)c1cccc(NC(=O)c2ccc(NS(=O)(=O)c3cccs3)cc2)c1	6	0	3	6	1	-17	-3
CS(=O)(=O)Nc1ccc2c(c1)[C@@H]1C[C@@H](CC(=O)NCC3CC3)O[C@@H](CO)[C@@H]1O2	-1	2	-13	1	-2	-1	6
CCNC(=O)N1CCC(c2nc3ccccc3s2)CC1	2	3	7	-9	0	1	-3
C[C@H]1CN([C@@H](C)CO)C(=O)c2cccc(NC(=O)C3CC3)c2O[C@H]1CN(C)C(=O)Nc1ccc2c(c1)OCO2	6&-19	9&7	-2&-12	2	2&5	-3&1	0&-2
CSCCC(=O)N(C)CC1CCCN(CCc2cccc(C(F)(F)F)c2)C1 (stereo not given)	15	12	/	-23	-8	31	-3
COc1ccc(NS(=O)(=O)c2cc3c(cc2C)N(C)CCO3)c(OC)c1	2	-2	18	2	0	6	1
CCCN(C)C[C@H]1OCCCC[C@@H](C)Oc2ccc(NS(=O)(=O)c3ccc(F)cc3)cc2C(=O)N([C@H](C)CO)C[C@@H]1C	-10	-7	18	-11	-3	-1	3
O=c1oc2ccccc2n1CCCOc1ccccc1	9	-74	-32	-123	0	-2	-2
O=C(C[C@H]1CC[C@H](NC(=O)Nc2ccc3c(c2)OCO3)[C@@H](CO)O1)NCc1ccc(Cl)cc1	-9	2	1	-1	0	23	3
CCOc1ccccc1C1c2[nH]c3ccccc3c2C[C@H]2C(=O)N(C3CC3)CC(=O)N12 (stereo not given in full)	-2	15	-16	4	1	-3	4
C=CCc1c(C)nc(SCC(=C)C)[nH]c1=O	/	/	-5	8	-2	-1	1
O=C(Nc1ccc2c(c1)OCCO2)C1CCN(c2ncccn2)CC1	13	-26	-32	-8	1	-1	-1
CCC(=O)N1c2ccc(S(=O)(=O)NCCc3ccc(OC)c(OC)c3)cc2CC1C (stereo not given)	-5	-3	-9	7	1	8	2
CNC[C@H]1OCCCC[C@@H](C)Oc2ccc(N(C)C)cc2C(=O)N([C@H](C)CO)C[C@@H]1C	16	0	6	-8	0	-4	-3
CCCNC(=O)N1CC2(CCN(Cc3ccncc3)CC2)c2c(n(C)c3cc(OC)ccc23)[C@H]1CO	-11	2	9	/	/	/	/
Cc1ccc2oc(C(=O)N(Cc3nccn3C)C(C)C)c(C)c2c1	4	-4	1	-14	0	-16	3
Cc1ccnc(N2CCCC(C(=O)Nc3cccc(C)c3C)C2)n1 (stereo not given)	0	0	-7	15	1	-7	-2
CC(C)(C)NS(=O)(=O)c1ccc(C(=O)Nc2ccc3c(c2)OCO3)cc1	1	-61	-26	-10	/	/	-3
CCOC(=O)C1CCCCN1C(=O)CCn1nnnc1CN1CCOCC1 (stereo not given)	4	1	-5	-7	2	-5	-3
O=C(O)C[C@@H]1C[C@@H]2c3cc(NC(=O)C4CCC4)ccc3O[C@@H]2[C@@H](CO)O1	-12	6	12	-18	-1	-11	-2
O=C(c1ccc(COc2ccccc2Cl)o1)N1CCN(c2ccccc2)CC1	-7	-2	8	-42	-2	1	-5
CCOC(=O)[C@H]1[C@H]2COc3ccc(C)cc3[C@@H]2N2C(=O)c3ccc(C)cc3NC(=O)[C@@]12C	1	7	9	6	4	0	/
C[C@@H]1CN([C@H](C)CO)C(=O)c2cc(NC(=O)C3CC3)ccc2O[C@H]1CN(C)S(=O)(=O)c1cccs1	7	-4	-7	-10	1	-8	-3
O=C(C[C@H]1C[C@H]2c3cc(NC(=O)Nc4ccc(C(F)(F)F)cc4)ccc3O[C@H]2[C@@H](CO)O1)NCc1ccccn1	12	1	-4	2	2	14	-3
O=C(CN1CCOCC1)N[C@@H]1CC[C@H](CCn2cc(C3CCCC3)nn2)O[C@H]1CO	3	/	17	-30	4	/	0
COc1ccc(NC(=O)c2cc(F)c(F)cc2Cl)cc1Cl	13	-64	-49	-98	1	0	-2
Other entries follow.
SMILES	DENV2 CPE	EWS-Fli block	LGR2 inh	PAX8 inh HTS	Casp6 inh	ARNT-TACC3 inh	SIRT5 block
Cc1ccc(OCC(=O)N/N=C/c2ccc3c(c2)OCO3)cc1C	-2	4	-9	-75	-1	-7	/
CCN1C(=O)[C@@H]2[C@H](C1=O)[C@@H]1C(=O)Nc3ccccc3C(=O)N1[C@@H]2c1ccc(OC)cc1	-8	-3	17	-12	1	-2	/
COC(=O)C[C@@H]1CC[C@H]2[C@@H](COc3ccc(NC(=O)Nc4ccc(C)cc4)cc3C(=O)N2C)O1	5	-22	-2	-31	2	-7	1
CCOc1cc(/C=C(\C#N)C(=O)NCC2CCCO2)ccc1OCC(N)=O (stereo not given)	0	5	-29	12	-5	-15	-5
COc1ccc(S(=O)(=O)N2CCc3ccccc32)cc1C(=O)NCCc1ccccn1	-4	-3	-4	9	2	-2	-1
COc1ccc(/C=C(\C#N)c2c[nH]c3ccccc23)cc1	-5	20	0	5	-2	-15	0
COc1ccc(N(CC(=O)N2CCc3ccccc3C2)S(=O)(=O)c2c(C)[nH]c(=O)[nH]c2=O)cc1	-4	-3	0	3	0	-4	-34
C[C@@H]1CN([C@@H](C)CO)C(=O)c2cc(NC(=O)C3CCCCC3)ccc2O[C@@H](C)CCCCO[C@H]1CN(C)S(=O)(=O)c1ccc(F)cc1	/	3	-12	-8	-4	-2	-1
CCOCCOC(=O)c1cccc2c1-c1ccccc1C2=O	-10	0	-16	1	1	18	-2
CCCc1cc(=O)[nH]c(SCC(=O)Nc2cc(S(=O)(=O)N3CCOCC3)ccc2Cl)n1	-3	13	2	8	-4	-5	-3
CN1CCN(NC(=O)c2cccs2)CC1	-6	-3	-10	8	7	-6	1
CC(C)Oc1ccc(C(=O)NC2=NCCS2)cc1	-1	0	-43	-109	/	-7	-2
CO[C@@H]1CN(C)C(=O)c2ccc(NC(=O)c3cccc(F)c3)cc2OC[C@H](C)N(CC2CC2)C[C@@H]1C	11	-6	21	-3	0	8	1
COc1ccc(CCNC(=O)COC(=O)/C=C/c2ccc(OCC#N)c(OC)c2)cc1	14	-5	-11	40	0	-1	-2
CC1CN(Cc2ccco2)C(=S)N(c2ccccc2)C1=O (stereo not given)	4	2	19	11	1	/	-4

Bioassay records deposited in PubChem BioAssay by Broad Institute.
